ZTA counter: blocks Epstein-Barr virus ZTA, an EBNA-1 counter-screen. P03206. ZTA-DNA binding, fluorescence polarization. inhibition, % at 11 µM. 320,000 tested, 0.15% active; in the data active = inhibition above about 33%
procasp3 activ: activates human procaspase-3; P42574; recombinant procaspase-3 D3A, Ac-DEVD-pNA absorbance 405 nm; activation, % at 8.5 µM; 330,000 tested, 0.11% active; AID 463141;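 active = activation above the mean of all tested compounds plus 3 SD, cut at about 21% in these data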;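 note: 0% = DMSO alone and 100% = DMSO wells spiked with extra 5 µM PC-3 D3A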
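assay system = Procaspase-3 D3A mutant | signal = absorbance at 405 nm, 0 and 120 min | times = 1 h preincubation plus 2 h reaction at 25 °C | repeats = single replicate | read-out = % activation between DMSO and enzyme-spiked controls | medium = Zinc-free HEPES saline buffer with Triton X-100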
proCasp7 act: counter-screen: procaspase-7 (human) activation; P55210; recombinant procaspase-7, Ac-DEVD-pNA absorbance 405 nm; D23A/D198A/D206A triple mutant, cannot self-cleave; scale: DMSO 0, 5 µM enzyme 100; activation, % at 8.5 µM; 330,000 tested, 0.093% active; AID 463210;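 active = percent activation above the screen-wide mean plus 3 SD, cut at about 25% in these data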
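Replicates: singlicate. Assay system: Procaspase-7 triple mutant (PC-7 D3A). Signal: 405 nm absorbance of p-nitroaniline. Times: 1 h preincubation, 2 h reaction. Buffer or medium: Zinc-free HEPES pH 7.4 with 300 mM NaCl, 0.01% Triton X-100. Also added: DEVD-pNA substrate. Benchmarks: DMSO wells as 0%, DMSO with 5 µM added PC-7 as 100%.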
AHR act: activates the human aryl hydrocarbon receptor. AID 2796. P35869. 320,000 tested, 2.5% active. AHR-responsive luciferase reporter cells, luminescence. activation, % at 5 µM; in the data active = activation above about 47%;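 note: 0% = vehicle wells and 100% = reference agonist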
LAP4 TOR yeast: modulators of TOR pathway LAP4-GFP in S. cerevisiae; S. cerevisiae LAP4-GFP multiplex, flow cytometry GFP, 3 h; median GFP as percent of DMSO wells; GFP response vs DMSO, % at 10 µM; 320,000 tested, 0.34% active;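 active = GFP response vs DMSO above a set limit, about the screen mean plus 3 SD, cut at about 150% in these data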
EBNA-1 inhibitor: blocks EBNA-1 binding to DNA | EBNA-1 DNA binding, fluorescence polarization | inhibition, % at 14.8 µM | 300,000 tested, 0.34% active | AID 1950; in the data active = inhibition above about 28%
MEP2 TOR yeast: yeast TOR pathway MEP2-GFP modulation. 330,000 tested, 0.51% active. S. cerevisiae MEP2-GFP strain, flow cytometry GFP, 3 h; 100% = DMSO control level. AID 2016. GFP response vs DMSO, % at 10 µM;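 active = GFP response versus DMSO above a set limit, roughly screen mean plus 3 SD, cut at about 180% in these data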;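 note: median GFP fluorescence of the barcode-gated MEP2-GFP cells per well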
RPL19A TOR yeast: yeast TOR pathway RPL19A-GFP modulation. S. cerevisiae RPL19A-GFP strain, flow cytometry, 3 h; active compounds read low. percent response vs DMSO, % at 10 µM. 330,000 tested, 0.3% active. AID 2025;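 active = percent response vs DMSO below 50%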;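 note: median channel GFP fluorescence of the barcoded RPL19A-GFP strain; ratio of sample median GFP to plate DMSO average so 100% = DMSO; lower means less RPL19A-GFP as with rapamycin TOR inhibition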
Numbers without * were called inactive; . = not tested or not shown; [ ] = dose if it differs, or a comment.

SMILES	ZTA counter	procasp3 activ	proCasp7 act	AHR act	LAP4 TOR yeast	EBNA-1 inhibitor	MEP2 TOR yeast	RPL19A TOR yeast
O=C(CN1CCOCC1)N1N=C(c2cccs2)CC1c1cccs1 (stereo not given)	7	-1	7	-1	97	1	98	98
O=C(Nc1ccc(Br)cn1)c1ccc(Cl)s1	-4	-3	11	35	87	4	93	104
COc1ccc(CC(NC(C)=O)C(=O)NC2CCN(C(=O)Nc3ccccc3Cl)CC2)cc1OC (stereo not given)	-16	1	-3	-2	101	-7	102	102
CCOC(=O)c1nnn(-c2nonc2N)c1-c1ccc(F)cc1	-7	3	14	0	102	5	97	94
CCC(C)(C)NC(=O)CN(Cc1ccccc1)C(=O)CCC(=O)Nc1nccs1	-14	9	2	-1	94	1	102	103
COc1ccc(C(=O)Nc2ccccc2C(=O)NC(C)C)cc1OC	-2	2	1	21	102	8	106	102
CCCCn1c(NS(=O)(=O)c2ccccc2)c(S(=O)(=O)c2ccc(C)cc2)c2nc3ccccc3nc21	16	5	-13	3	95	18	107	96
CCN1C(=O)[C@@H]2[C@@H](c3ccc(-c4ccc(C(C)=O)cc4)cc3)N3CCCC[C@@]3(C(=O)OC)[C@@H]2C1=O	2	3	2	-1	110	4	103	104
COc1ccc(C)cc1S(=O)(=O)Nc1ccc(-n2c(C)nc3ccccc3c2=O)cc1	7	4	11	-3	100	-14	96	92
Cc1cc(C(=O)Cn2nc(C(=O)O)c3ccccc3c2=O)c(C)n1CCc1ccc(F)cc1	-15	3	8	14	107	6	99	96
COc1ccc2[nH]c(C(=O)NCc3ccc4c(c3)OCO4)cc2c1	-2	-3	6	16	107	-7	92	100
COc1ccc(S(=O)(=O)N(C)C)cc1NC(=O)Cc1cccs1	6	3	4	1	94	-4	92	93
CCOC(=O)C1=C(C)NC(C)=C(C(=O)OCC)C1c1ccc([N+](=O)[O-])s1	-6	2	4	-2	98	8	93	92
Cc1sc2c(c1C)c(=O)nc1scc(CC(=O)O)n12	-17	9	-6	2	91	-4	98	97
CCOC(=O)N1CCN(C(=O)c2ccc3c(=O)n(Cc4ccccc4OC)c(=S)[nH]c3c2)CC1	9	12	4	1	102	10	103	98
Cc1ccc2cc(-c3noc(C(C)(C)C)n3)c(=O)[nH]c2c1	4	7	14	12	108	8	111	104
CCn1c2ccccc2c2cc(NC(=O)CSc3nnc(-c4ccccc4OC)n3N)ccc21	-13	0	-7	57*	108	13	105	95
CCOc1ccc(S(=O)(=O)Nc2ccc3c(c2)OCO3)cc1	-16	-1	3	0	111	1	98	100
COc1cccc(-c2cc3nc4c(c(NCC(C)(C)CN(C)C)n3n2)CCCC4)c1	-21	8	2	11	119	3	99	98
c1ccc(-c2noc(C3CCC3)n2)nc1	-2	1	-3	3	.	-1	109	106
CN(C)CCCN(C(=O)c1ccco1)c1nc(-c2ccc(Cl)cc2)cs1	-14	-4	-7	8	89	-8	108	105
O=C(Nc1ccc2c(c1)OCO2)NC1(C(F)(F)F)Oc2ccccc2O1	8	-12	-11	3	102	2	98	100
CCC(C)(C(=O)NC1CCCC1)N(C(C)=O)c1ccc(C)cc1 (stereo not given)	-2	11	5	1	98	15	98	98
S=C(NC12CC3CC(CC(C3)C1)C2)N1CCCC1	3	7	4	-3	102	-14	102	101
O=C(Nc1c(C(=O)N2CCCCC2)cnn1-c1ccccc1)c1ccco1	-7	2	1	-2	96	-10	104	100

4 compounds from above, limited to LAP4 TOR yeast and AHR act:
structure,LAP4 TOR yeast,AHR act
O=C(Nc1ccc(Br)cn1)c1ccc(Cl)s1,87,35
COc1ccc(CC(NC(C)=O)C(=O)NC2CCN(C(=O)Nc3ccccc3Cl)CC2)cc1OC (stereo not given),101,-2
CCOC(=O)c1nnn(-c2nonc2N)c1-c1ccc(F)cc1,102,0
CCC(C)(C)NC(=O)CN(Cc1ccccc1)C(=O)CCC(=O)Nc1nccs1,94,-1

Single records, as listed above. Screens in order: ZTA counter | procasp3 activ | proCasp7 act | AHR act | LAP4 TOR yeast | EBNA-1 inhibitor | MEP2 TOR yeast | RPL19A TOR yeast
CCOc1ccc(S(=O)(=O)Nc2ccc3c(c2)OCO3)cc1 is listed with -16 | -1 | 3 | 0 | 111 | 1 | 98 | 100
COc1ccc(C)cc1S(=O)(=O)Nc1ccc(-n2c(C)nc3ccccc3c2=O)cc1 is listed with 7 | 4 | 11 | -3 | 100 | -14 | 96 | 92
CCCCn1c(NS(=O)(=O)c2ccccc2)c(S(=O)(=O)c2ccc(C)cc2)c2nc3ccccc3nc21 is listed with 16 | 5 | -13 | 3 | 95 | 18 | 107 | 96

Next part
SMILES	ZTA counter	procasp3 activ	proCasp7 act	AHR act	LAP4 TOR yeast	EBNA-1 inhibitor	MEP2 TOR yeast	RPL19A TOR yeast
Cc1ccccc1NC(=O)CC1c2ccccc2CC(C)(C)N1C (stereo not given)	6	-1	2	2	97	4	105	112
O=S(=O)(NCc1cc(-c2ccccc2Cl)no1)c1ccccc1	9	2	-6	-1	100	-12	97	95
O=C(CSc1ncccn1)NCCc1ccccc1	14	-4	5	2	103	6	97	100
CCCn1nc(-c2ccccc2)c2nc3ccccc3nc21	14	-1	1	7	111	2	105	91
Cc1[nH]nc(SCC(=O)NCCc2ccccc2)c1[N+](=O)[O-]	-1	8	2	-2	105	-9	111	111
CCOc1ccc(N(CC(=O)NCc2ccc(Cl)cc2)S(=O)(=O)c2ccccc2)cc1	-7	11	-3	2	87	2	92	100
COc1ccc(CNC(=O)C2CCN(S(=O)(=O)N3CCCCC3)CC2)cc1	-10	4	7	3	90	-9	101	101
O=C(/C(=C/c1cccc(Cl)c1)c1nc2ccccc2[nH]1)c1ccccc1	5	-4	1	45	99	3	105	107
CC(C)CN1C(=O)c2ccc(C(=O)NCc3ccc4c(c3)OCO4)cc2C1=O	6	12	11	1	87[may fluoresce violet]	-8	127[may fluoresce violet]	80[may fluoresce violet]
COc1ccc(-n2cnnc2SCC(=O)N2CCN(S(=O)(=O)c3ccccc3)CC2)cc1	-6	-1	-2	0	86	1	92	95
Cc1nc2scc(C)n2c(=O)c1S(=O)(=O)Nc1ccc(N2CCN(C(=O)C(C)C)CC2)cc1	12	-7	0	1	90	-1	93	89
CCOC(=O)C1=C(C)NC(=O)NC1	-2	-2	11	3	93	0	102	95
Cc1cccc(N2CCN(S(=O)(=O)c3cccs3)CC2)c1C	3	8	-5	2	96	5	106	95
CC1=C(C(=O)OC(C)C)[C@@H](c2ccc(C)o2)NC(=O)N1	-2	2	-10	-1	80	-1	100	98
Cc1ncc([N+](=O)[O-])n1CC(C)O (stereo not given)	-8	-2	-14	1	118	-2	102	105
COc1ccccc1C(=O)C1CCCN(C(=O)C2CCCC2)C1 (stereo not given)	7	-5	7	2	99	2	97	95
Cc1ccc(C)c(-n2nnnc2SCC(=O)Nc2c(C)n(C)n(-c3ccccc3)c2=O)c1	-10	8	0	-4	98	7	106	106
Cc1sc2ncnc(N3CCC(C(=O)Nc4cc(S(C)(=O)=O)ccc4Cl)CC3)c2c1C	14	5	7	-3	100	2	104	99
CCCN(CC(=O)Nc1ccccc1OC)C(=O)CSC(=S)N1CCCC1	-10	11	4	13	97	.	100	92
COc1ccc(-c2noc(CNC(=O)Nc3ccc(F)cc3)n2)cc1	1	10	-10	7	97	21	98	99
CCCCc1ccc(NC(=O)C(C)CC)cc1 (stereo not given)	17	1	5	-2	97	6	88	88
O=C(N=C1SC2CS(=O)(=O)CC2N1Cc1ccc(Cl)cc1)C1CC1 (stereo not given)	8	6	12	0	96	9	102	100
COc1ccccc1P(=O)(c1ccccc1)c1ccccc1	-3	-2	-1	-1	97	-6	110	107
COCCn1c(C)cc(C(=O)COC(=O)c2ccc(NC(=O)CC#N)cc2)c1C	19	2	-3	-6	99	1	96	97
O=C(CCNC(=O)c1ccco1)Nc1ccc(OC(F)(F)F)cc1	-2	2	5	-1	95	4	106	105

Additional results
SMILES	ZTA counter	procasp3 activ	proCasp7 act	AHR act	LAP4 TOR yeast	EBNA-1 inhibitor	MEP2 TOR yeast	RPL19A TOR yeast
Cc1noc(C)c1C(=O)Nc1cccnc1	8	0	-2	0	105	-4	102	98
O=C(O)C(Cc1ccccc1)NS(=O)(=O)c1ccc2c(c1)OCCO2 (stereo not given)	0	-7	4	-1	97	-5	101	102
COc1cccc(C2CC(=O)Nc3cc(OC)c(OC)c(OC)c32)c1OC (stereo not given)	4	-6	5	0	94	10	92	91
O=C(Nc1ccccc1C(=O)Nc1ccccn1)c1ccc([N+](=O)[O-])cc1	5	-2	-1	13	106	0	95	96
COc1cc(NS(=O)(=O)c2cn(C)cn2)cc(OC)c1OC	0	2	-1	1	112	6	103	102
CC(=O)Nc1ccc(C(=O)NNC(=O)C2C3CCCCC32)cc1 (stereo not given)	3	-1	12	0	71	1	80	101
COCCCNc1oc(-c2ccccc2OC)nc1C#N	-2	2	-5	43	99	-3	100	98
CCCCCCC(=O)Nc1nc(C)c(-c2csc(Nc3ccc(Cl)cc3)n2)s1	13	-4	-9	62*	.	-16	.	.
Cc1cc(C)c2nc(N(CCN(C)C)C(=O)c3ccc4ccccc4c3)sc2c1	4	6	7	14	102	-11	97	100
CSc1ccccc1C(=O)N1CCN(c2ccc(F)cc2)CC1	3	-2	-10	-1	98	-3	93	95
Cc1ccc(S(=O)(=O)Cc2ccc(C(=O)N3CCC(C(N)=O)CC3)o2)cc1	-21	6	-5	2	89	-3	111	101
CSc1ccc(Cl)c(C(=O)OCC(=O)N2CCN(C(=O)c3ccco3)CC2)c1	-13	-3	-20	2	94	.	95	95
CCOC(=O)N1CCC(=NNc2ncc(C(F)(F)F)cc2Cl)CC1	16	11	14	11	102	-4	97	97
Cc1cc(=O)[nH]c(COc2ccccc2)n1	3	3	0	-1	91	-5	100	101
O=c1c(C=Nc2cccc(C(F)(F)F)c2)c[nH]n1-c1cccc(Cl)n1	8	10	-9	1	105	3	106	101
CCOc1ccc(N2CC(C(=O)NCCN3C(=O)S/C(=C\c4ccc(OC)c(OC)c4)C3=O)CC2=O)cc1 (stereo not given)	6	13	-1	0	88	6	105	104
CCC(=O)Nc1ccc(NC(=O)CN2CCCC(C)C2)c(Cl)c1 (stereo not given)	2	3	5	-2	101	-1	107	103
CCN(Cc1ccccc1)c1ccc(/C=N/NS(=O)(=O)c2cccc([N+](=O)[O-])c2)cc1	14	0	-5	6	115	3	90	91
Cc1ccc(-c2csc(NC(=O)c3cnccn3)n2)cc1C	12	4	4	11	103	18	102	101
COc1ccc(NC(=O)CS(=O)(=O)Cc2nc(-c3ccc(C)cc3)oc2C)cc1	10	5	0	-1	101	12	110	106
COc1ccc(-c2c(C)[nH]n3c(=O)c(Cc4ccccc4)c(C)nc23)cc1OC	-4	4	3	4	101	-25	102	104
O=C(CCCC(=O)OCC(Cl)=C(Cl)Cl)Nc1cccc(F)c1	-6	0	1	-1	107	11	106	104
CSc1ccccc1C(=O)OCC(=O)Nc1ccc(N2CCOCC2)cc1	.	-3	11	-1	90	.	106	101
COc1ccc([C@H]2/C=C\CN(C(=O)CC(C)(C)C)[C@@H](C)C(=O)N2Cc2ccc(F)cc2)cc1	6	5	3	-4	84	-7	78	90
O=c1c2ccccc2c(/C=N/n2cnnc2)c(O)n1-c1ccccc1F	-1	-1	13	-1	94	-4	101	99
COc1ccc(NC(=O)C(=O)NNC(=O)COc2ccc(Cl)cc2)c(OC)c1	-13	9	6	7	77	14	88	106
Nc1nnc(SCC(=O)NN2C(=O)NC3(CCCCC3)C2=O)s1	0	6	-3	-2	98	-12	95	107
COc1ccc(CNC(=O)C2CCN(S(=O)(=O)c3ccc(SC)cc3)CC2)cc1	3	4	-1	2	87	-3	103	102
Cc1cc(C(=O)Nc2ccccc2C#N)n(-c2ccccc2)n1	2	-1	-1	7	97	3	94	90

Source: PubChem BioAssay (several laboratories)
